Screens deposited in PubChem by several laboratories.
NPY-Y2 PAM-ag: NPY-Y2 potentiators or agonists, primary screen, cell-based; activation, % at 3.6 µM; actives 0.45% (n = 220,000); cells expressing NPY-Y2, potentiator/agonist read-out; in the data active = activation above about 27%;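 note: cells stimulated with NPY near EC25 plus isoproterenol at EC100; 0% = vehicle plus submaximal agonist and 100% = vehicle plus saturating agonist; some results beyond the cut were filed as inactive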
Target sequence (P49146 whole entry, looked up): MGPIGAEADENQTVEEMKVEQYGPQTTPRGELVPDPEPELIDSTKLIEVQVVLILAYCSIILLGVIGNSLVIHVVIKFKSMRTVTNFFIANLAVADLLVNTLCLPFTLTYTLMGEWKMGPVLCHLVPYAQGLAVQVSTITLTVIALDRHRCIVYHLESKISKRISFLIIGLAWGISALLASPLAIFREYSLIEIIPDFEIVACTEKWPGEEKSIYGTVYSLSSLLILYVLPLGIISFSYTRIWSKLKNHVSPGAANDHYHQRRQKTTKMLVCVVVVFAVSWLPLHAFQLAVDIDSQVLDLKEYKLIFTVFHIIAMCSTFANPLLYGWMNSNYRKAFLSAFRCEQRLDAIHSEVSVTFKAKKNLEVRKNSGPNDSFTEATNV
zfTRPN1 agonist: zebrafish TRPN1 channel agonists, primary screen, cell-based, HEK293, calcium fluorescence; transient receptor potential cation channel N1 (TRPN1/NompC), Danio rerio; HEK293 zebrafish TRPN1-YFP, Fluo-8 calcium fluorescence; 100% = response to 87 µM carbachol; activation, % at 3 µM; actives 0.18% (n = 220,000); AID 1424, 2008;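 active = activation above its plate's cutoff, the mean activation of test wells on that plate plus 3 SD, cut at about 19% in these data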;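 note: 0% = DMSO alone and 100% = 87 µM carbachol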
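Material: zebrafish TRPN1-YFP in HEK293 cells. Doses: one dose of 3 µM, 0.3% DMSO. Incubation: dye 1 h 37 °C plus 30 min RT. Measured by: intracellular calcium fluorescence with Fluo-8.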
S1P4 antagonist: S1P4 receptor antagonists, primary screen, cell-based; Sphingosine 1-phosphate receptor 4 (Homo sapiens), O95977; S1P4-expressing cells, antagonist mode, reporter read-out; inhibition, % at 4.98 µM; actives 0.26% (n = 220,000); in the data active = inhibition above about 29%;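 note: 0% = wells stimulated with agonist and 100% = vehicle wells without agonist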
NPY-Y1 PAM-ag: NPY-Y1 receptor potentiators or agonists, primary screen, cell-based. Neuropeptide Y receptor type 1 (Homo sapiens), P25929. NPY-Y1 expressing cells, potentiator/agonist activation. activation, % at 3.6 µM. actives 0.37% (n = 220,000). AID 1304, 2008; in the data active = activation above about 33%, passing the limit was not always enough;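 note: cells stimulated with NPY at EC10 then isoproterenol at EC100; 0% = low agonist plus stimulus and 100% = saturating agonist plus stimulus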
EP2 mod: EP2 receptor modulators, cAMP readout, primary screen, cell-based, HTRF cAMP, PGE2 stimulation; Prostaglandin E2 receptor EP2 subtype (Homo sapiens), P43116; AID 940, 2007; actives 0.83% (n = 260,000); induction, % at 25 µM; EP2-expressing cells, cAMP HTRF FRET, PGE2 co-stimulation;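 active = compounds whose cAMP rise, as percent of the full-agonist control response, exceeds 60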;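 note: rat C6 glioma line stably carrying human EP2 under a CMV promoter; the protocol text gives 20 µM as final concentration; 100% = response of wells given 1 µM PGE2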
NPY-Y1 antag: NPY-Y1 receptor antagonists, primary screen, cell-based; HEK293-CNG Y1 cells, membrane potential fluorescence; NPY at EC95, then isoproterenol; inhibition, % at 3.6 µM; actives 1% (n = 200,000); AID 1040, 2008;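 active = inhibition above the campaign mean inhibition of all tested compounds plus 3 SD, cut at about 20% in these data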;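 note: 0% = DMSO wells given NPY plus isoproterenol and 100% = isoproterenol alone without NPY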
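Material: HEK293 cells co-expressing NPY Y1 receptor and cyclic-nucleotide gated channel. Timing: compound incubation 1 h at room temperature, readout 45 min post-stimulation. Signal: fluorescence, membrane potential probe.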
CHOP inhibitor: inhibitors of CHOP promoter induction, primary screen, cell-based, unfolded protein response, luciferase reporter | AID 2732, 2010 | CHO-K1 CHOP-promoter luciferase, tunicamycin-induced, 15-18 h | inhibition, % at 10 µM | actives 3.8% (n = 220,000);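 active = compounds that reduced the stress-induced luciferase reporter signal by more than about 70% of percent inhibition, limit read from the data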;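 note: 0% = tunicamycin plus vehicle and 100% = wells without tunicamycin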
TRPML3 agonist: human TRPML3 channel agonists, primary screen, cell-based, HEK293 TRPML3-YFP, Fluo-8 calcium fluorescence, 3 µM; Mucolipin-3 (Homo sapiens), Q8TDD5; actives 0.29% (n = 220,000); activation, % at 3 µM; 100% = the carbachol control signal;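 active = activation above its plate's cutoff, the mean activation of the plate's test wells plus 3 SD, cut at about 12% in these data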;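 note: 0% = DMSO only wells and 100% = carbachol wells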
Target sequence (Q8TDD5 whole entry, looked up): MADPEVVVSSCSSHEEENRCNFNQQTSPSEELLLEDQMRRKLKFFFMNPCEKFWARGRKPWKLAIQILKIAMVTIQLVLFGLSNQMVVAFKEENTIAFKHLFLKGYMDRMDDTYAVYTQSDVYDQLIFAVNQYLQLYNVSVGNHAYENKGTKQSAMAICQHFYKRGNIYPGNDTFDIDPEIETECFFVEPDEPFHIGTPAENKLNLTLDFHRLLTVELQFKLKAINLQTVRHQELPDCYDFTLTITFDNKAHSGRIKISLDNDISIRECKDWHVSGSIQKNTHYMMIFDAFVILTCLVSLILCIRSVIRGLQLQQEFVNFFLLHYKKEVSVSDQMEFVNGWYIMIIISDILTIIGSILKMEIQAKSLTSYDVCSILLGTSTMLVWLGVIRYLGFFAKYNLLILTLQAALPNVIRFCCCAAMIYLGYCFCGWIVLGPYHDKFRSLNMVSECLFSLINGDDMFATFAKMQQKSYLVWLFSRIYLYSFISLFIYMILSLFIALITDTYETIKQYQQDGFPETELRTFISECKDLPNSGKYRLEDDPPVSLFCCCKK
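Test system: TRPML3-YFP stable HEK293 cells. Doses: single point at 3 µM. Incubation: dye loading 1 h 37 °C then 30 min ambient, 125 s read. Signal: Fluo-8 calcium dye fluorescence, ex 470-495, em 515-575 nm. Measure: percent activation from peak-to-basal fluorescence ratio, scaled between DMSO and carbachol.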
S1P4 agonist: S1P4 receptor agonists, primary screen, cell-based. Sphingosine 1-phosphate receptor 4 (Homo sapiens), O95977. S1P4-expressing cell line, agonist reporter assay. activation, % at 4.98 µM. actives 0.35% (n = 220,000); in the data active = activation above about 11%;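 note: 0% = DMSO vehicle and 100% = reference agonist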
* marks the source's active call; other numbers are inactive results.

`CCS(=O)(=O)NCC(c1cccnc1)N1CCN(c2ccc(F)cc2)CC1` (configuration not stated) gave NPY-Y2 PAM-ag 5, zfTRPN1 agonist -0.5, S1P4 antagonist -3, NPY-Y1 PAM-ag 4, EP2 mod 1, NPY-Y1 antag 6, CHOP inhibitor -1, TRPML3 agonist -1.4 and S1P4 agonist 3.7.
Screening FC(F)Oc1ccc(-n2cc(-c3ccc(Cl)cc3)[n+]3c2CCCCC3)cc1 returned NPY-Y2 PAM-ag -9, zfTRPN1 agonist -0.4, S1P4 antagonist 3, NPY-Y1 PAM-ag 15, EP2 mod 3, CHOP inhibitor -1, TRPML3 agonist -0.1 and S1P4 agonist 1.4.
`Cc1nc2nc(-c3ccccc3)[nH]n2c(=O)c1Cc1ccccc1` gave NPY-Y2 PAM-ag -4, zfTRPN1 agonist 0.2, S1P4 antagonist -8, NPY-Y1 PAM-ag 3, EP2 mod -23, NPY-Y1 antag 3, CHOP inhibitor -18, TRPML3 agonist 0.8 and S1P4 agonist 0.5.
CCC(O)CC(C(=O)NNc1ccccc1)C(=O)NNc1ccccc1 (configuration not stated) was read as NPY-Y2 PAM-ag 10, zfTRPN1 agonist 0.3, S1P4 antagonist -8, NPY-Y1 PAM-ag 15, EP2 mod 4, NPY-Y1 antag 3, CHOP inhibitor 8, TRPML3 agonist 0.0 and S1P4 agonist 1.1.
`COc1cc(OC)cc(-c2n[nH]c(=S)n2-c2ccc3c(c2)OCCO3)c1` gave NPY-Y2 PAM-ag -3, zfTRPN1 agonist -1.3, S1P4 antagonist 7, NPY-Y1 PAM-ag -16, EP2 mod 18, NPY-Y1 antag 6, CHOP inhibitor -19, TRPML3 agonist -0.7 and S1P4 agonist -1.4.
`CC(C)(C)C(=O)Nc1sc2c(c1C#N)CCCCC2` gave NPY-Y2 PAM-ag -11, zfTRPN1 agonist 0.3, S1P4 antagonist -14, NPY-Y1 PAM-ag -38, EP2 mod 10, NPY-Y1 antag 5, CHOP inhibitor 8, TRPML3 agonist -0.4 and S1P4 agonist -0.8.
For N#Cc1ccc(C(=O)Nc2nc(-c3cccs3)c(C(=O)C(F)(F)F)s2)cc1 the results were NPY-Y2 PAM-ag 13, zfTRPN1 agonist 9.6, S1P4 antagonist -1, NPY-Y1 PAM-ag 45*, EP2 mod 12, NPY-Y1 antag 0, CHOP inhibitor 75*, TRPML3 agonist 9.2 and S1P4 agonist -1.7.
`CN(C)S(=O)(=O)c1ccc(Cl)c(NC(=O)COC(=O)c2ccc(O)cc2)c1` gave NPY-Y2 PAM-ag -1, zfTRPN1 agonist 7.1, S1P4 antagonist 5, NPY-Y1 PAM-ag -3, EP2 mod -50, NPY-Y1 antag 11, CHOP inhibitor 7, TRPML3 agonist 3.7 and S1P4 agonist -0.9.
COc1ccccc1N1CCN(C(=O)C(C)N(c2ccc(C)c(C)c2)S(C)(=O)=O)CC1 (configuration not stated) was read as NPY-Y2 PAM-ag 2, zfTRPN1 agonist 2.7, S1P4 antagonist -15, NPY-Y1 PAM-ag -8, EP2 mod 1, NPY-Y1 antag 2, CHOP inhibitor 33, TRPML3 agonist 1.1 and S1P4 agonist -2.3.
Cn1c(=O)oc2cc(S(=O)(=O)N3CCN(c4ccccc4)CC3)ccc21 was read as NPY-Y2 PAM-ag 10, zfTRPN1 agonist 3.2, S1P4 antagonist 0, NPY-Y1 PAM-ag 6, EP2 mod -26, NPY-Y1 antag 4, CHOP inhibitor -15, TRPML3 agonist 1.1 and S1P4 agonist -0.1.
Screening Cc1cc(/C=C\c2ccccc2)nc2ccccc12 returned NPY-Y2 PAM-ag -33, zfTRPN1 agonist -2.7, S1P4 antagonist 11, NPY-Y1 PAM-ag -17, EP2 mod -21, NPY-Y1 antag 11, CHOP inhibitor 31, TRPML3 agonist -1.0 and S1P4 agonist -2.3.
For CCCSC1=C(C#N)C(c2cc(OC)ccc2OC)CC(=O)N1 (configuration not stated) the results were NPY-Y2 PAM-ag -7, zfTRPN1 agonist 1.2, S1P4 antagonist -9, NPY-Y1 PAM-ag -1, EP2 mod -2, NPY-Y1 antag 1, CHOP inhibitor 7, TRPML3 agonist 0.0 and S1P4 agonist -1.0.
For CC1Cc2ccccc2N1C(=O)CNCCCN(C)C (configuration not stated) the results were NPY-Y2 PAM-ag 2, zfTRPN1 agonist -0.4, S1P4 antagonist -9, NPY-Y1 PAM-ag -10, EP2 mod 16, NPY-Y1 antag 2, CHOP inhibitor 14, TRPML3 agonist 1.1 and S1P4 agonist 0.5.
`C/C(CC(=O)Nc1ccccn1)=N\NC(=O)C(=O)Nc1cccc(Cl)c1C` gave NPY-Y2 PAM-ag -6, zfTRPN1 agonist 0.2, S1P4 antagonist -20, NPY-Y1 PAM-ag -1, EP2 mod -11, NPY-Y1 antag 4, CHOP inhibitor 21, TRPML3 agonist 1.0 and S1P4 agonist 2.0.
`O=C(C1CC12CCCC2)N1CCC(CO)(Cc2ccccc2Cl)CC1` (configuration not stated) gave NPY-Y2 PAM-ag 8, zfTRPN1 agonist 6.0, S1P4 antagonist -16, NPY-Y1 PAM-ag 10, EP2 mod -28, NPY-Y1 antag 3, CHOP inhibitor 36, TRPML3 agonist 0.3 and S1P4 agonist 0.3.
CN(CC(=O)Nc1cccc(S(=O)(=O)NC2=NCCCCC2)c1)Cc1ccc(C(C)(C)C)cc1 was read as NPY-Y2 PAM-ag 4, zfTRPN1 agonist 3.3, S1P4 antagonist -24, NPY-Y1 PAM-ag 8, EP2 mod -11, NPY-Y1 antag 2, CHOP inhibitor 32, TRPML3 agonist 0.0 and S1P4 agonist 1.7.
Screening CC(C)(C)c1ccc(/C=C/C(=O)N2CCOCC2)cc1 returned NPY-Y2 PAM-ag -3, zfTRPN1 agonist 2.2, S1P4 antagonist 4, NPY-Y1 PAM-ag -7, EP2 mod 7, NPY-Y1 antag -3, CHOP inhibitor 0, TRPML3 agonist 0.2 and S1P4 agonist -0.6.
`CC(C)CC(OC(=O)c1cccs1)C(=O)NCc1cccs1` (configuration not stated) gave NPY-Y2 PAM-ag -2, zfTRPN1 agonist -0.8, S1P4 antagonist -1, NPY-Y1 PAM-ag -9, EP2 mod 18, NPY-Y1 antag 4, CHOP inhibitor -17, TRPML3 agonist -0.6 and S1P4 agonist -2.9.
Screening O=[N+]([O-])c1ccc(C(=S)N2CCC(Cc3ccccc3)CC2)cc1 returned NPY-Y2 PAM-ag 16, zfTRPN1 agonist 1.1, S1P4 antagonist -13, NPY-Y1 PAM-ag -1, EP2 mod 12, NPY-Y1 antag -3, CHOP inhibitor 33, TRPML3 agonist 0.7 and S1P4 agonist 4.3.
Screening COc1cccc(N2CCN(C3CC(=O)N(c4cccc(Cl)c4)C3=O)CC2)c1 (configuration not stated) returned NPY-Y2 PAM-ag -4, zfTRPN1 agonist 0.6, S1P4 antagonist -5, NPY-Y1 PAM-ag -7, EP2 mod 3, NPY-Y1 antag 2, CHOP inhibitor 14, TRPML3 agonist 1.0 and S1P4 agonist 0.3.
Cc1ccc(S(=O)(=O)N2CCN(c3nc(C)c4c(c3C#N)CC(C)(C)OC4)CC2)cc1 was read as NPY-Y2 PAM-ag 7, zfTRPN1 agonist 0.9, S1P4 antagonist -21, NPY-Y1 PAM-ag 7, EP2 mod 0, NPY-Y1 antag -7, CHOP inhibitor 15, TRPML3 agonist 1.2 and S1P4 agonist 0.2.
Screening Cc1ccc(NC(=O)c2sc3ccccc3c2Cl)nc1 returned NPY-Y2 PAM-ag 4, zfTRPN1 agonist 0.2, S1P4 antagonist -26, NPY-Y1 PAM-ag -1, EP2 mod 18, NPY-Y1 antag 2, CHOP inhibitor 94*, TRPML3 agonist 0.0 and S1P4 agonist -0.8.
Screening O=C(N=Nc1c(O)[nH]c2ccccc12)c1ccc2c(c1)OCO2 returned NPY-Y2 PAM-ag 4, zfTRPN1 agonist 0.3, S1P4 antagonist -9, NPY-Y1 PAM-ag -10, EP2 mod -31, NPY-Y1 antag 5, CHOP inhibitor 11, TRPML3 agonist 0.8 and S1P4 agonist 0.4.
OCCN(Cc1ccccc1)Cc1nc(CC2CC2)no1 was read as NPY-Y2 PAM-ag -24, zfTRPN1 agonist 0.4, S1P4 antagonist -5, NPY-Y1 PAM-ag -5, EP2 mod -24, NPY-Y1 antag -2, CHOP inhibitor 2, TRPML3 agonist 0.8 and S1P4 agonist -0.6.
`CNC(C)c1ccc(S(N)(=O)=O)cc1` (configuration not stated) gave NPY-Y2 PAM-ag 16, zfTRPN1 agonist 1.4, S1P4 antagonist -19, NPY-Y1 PAM-ag -5, EP2 mod 12, NPY-Y1 antag -4, CHOP inhibitor 4, TRPML3 agonist 1.0 and S1P4 agonist 1.6.
`COc1ccc(N=C2SC(CC(=O)Nc3cccc(Cl)c3)C(=O)N2Cc2ccco2)cc1` (configuration not stated) gave NPY-Y2 PAM-ag 13, zfTRPN1 agonist 1.0, S1P4 antagonist -11, NPY-Y1 PAM-ag 12, EP2 mod 28, NPY-Y1 antag -8, CHOP inhibitor 56, TRPML3 agonist 0.2 and S1P4 agonist -0.5.
CN(CCO)c1nc(N)c2c(N)nc3c(c2c1C#N)CC(=O)N3C1CCCC1 was read as NPY-Y2 PAM-ag -9, zfTRPN1 agonist 2.1, S1P4 antagonist -11, NPY-Y1 PAM-ag -29, EP2 mod 18, NPY-Y1 antag 0, CHOP inhibitor -12, TRPML3 agonist 2.9 and S1P4 agonist 0.4.
CCOc1ccc(/C=C/C(O)=C2/C(=O)NC3(C)CC2c2ccccc2O3)cc1OC (configuration not stated) was read as NPY-Y2 PAM-ag -9, zfTRPN1 agonist 0.6, S1P4 antagonist 16, NPY-Y1 PAM-ag -15, EP2 mod -30, NPY-Y1 antag 4, CHOP inhibitor 96*, TRPML3 agonist 0.6 and S1P4 agonist 0.3.
c1ccc(-n2nnnc2SCc2cccc(CSc3nnnn3-c3ccccc3)n2)cc1 was read as NPY-Y2 PAM-ag -14, zfTRPN1 agonist -1.4, S1P4 antagonist -3, NPY-Y1 PAM-ag -25, EP2 mod 34, NPY-Y1 antag 4, CHOP inhibitor -16, TRPML3 agonist 0.8 and S1P4 agonist -2.7.
CN(C)C(=O)COC(=O)c1ccccc1Sc1ccccc1C#N was read as NPY-Y2 PAM-ag 8, zfTRPN1 agonist 1.5, S1P4 antagonist -6, NPY-Y1 PAM-ag -8, EP2 mod 13, NPY-Y1 antag -5, CHOP inhibitor 4, TRPML3 agonist 0.1 and S1P4 agonist -0.8.
